Source: PubChem (National Center for Advancing Translational Sciences (NCATS))
AmpC no deterg – qHTS Inhibitors of AmpC Beta-Lactamase (assay without detergent); AmpC nitrocefin hydrolysis, absorbance 480 nm, 0.0001% Triton; actives 0.52% (n = 330,000); Potency, µM (top dose mostly 57.1 µM), without a hit: at the highest dose activity change, negative = inhibition, hits mostly inhibitors;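 further: potency means the concentration at half of the fitted maximal effect; plate controls were no compound for no effect and no enzyme for full effect; nearly all actives have a fitted effect of over 20% in size; some results filed as inactive show a strong effect at the top dose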
Target sequence (P00811 whole entry, looked up): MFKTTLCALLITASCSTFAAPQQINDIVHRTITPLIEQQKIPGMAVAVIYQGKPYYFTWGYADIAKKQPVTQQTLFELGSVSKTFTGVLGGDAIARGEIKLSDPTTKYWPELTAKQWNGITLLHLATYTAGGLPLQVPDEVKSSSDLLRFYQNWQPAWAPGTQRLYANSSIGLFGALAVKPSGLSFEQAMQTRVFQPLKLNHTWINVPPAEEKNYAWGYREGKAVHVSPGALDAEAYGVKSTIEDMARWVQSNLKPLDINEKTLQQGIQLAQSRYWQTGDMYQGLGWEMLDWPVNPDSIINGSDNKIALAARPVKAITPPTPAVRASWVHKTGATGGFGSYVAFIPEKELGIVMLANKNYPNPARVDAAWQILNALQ
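AmpC (5.3 nM in the dispensed reagent) in 20 mM phosphate pH 7.0 with 0.01% (detergent screen) or 0.0001% Triton X-100 was preincubated with compounds for 15 min at room temperature. Nitrocefin was then added from an 800 uM solution, and hydrolysis was followed at 480 nm.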
Giardia FBPA inh – qHTS Assay for Inhibitors of Fructose-1,6-bisphosphate Aldolase from Giardia Lamblia | A8B2U2 | purified Giardia FBPA | Potency, µM (titrated, usually from 59.6 µM), for the others: at the highest dose activity, negative = inhibition, most hits filed as inhibitors | actives 0.71% (n = 290,000) | AID 2451, 2010; further: potency means the concentration at half of the fitted maximal effect; nearly all actives have a fitted effect of over 55% in size
Target sequence (A8B2U2 whole entry, looked up): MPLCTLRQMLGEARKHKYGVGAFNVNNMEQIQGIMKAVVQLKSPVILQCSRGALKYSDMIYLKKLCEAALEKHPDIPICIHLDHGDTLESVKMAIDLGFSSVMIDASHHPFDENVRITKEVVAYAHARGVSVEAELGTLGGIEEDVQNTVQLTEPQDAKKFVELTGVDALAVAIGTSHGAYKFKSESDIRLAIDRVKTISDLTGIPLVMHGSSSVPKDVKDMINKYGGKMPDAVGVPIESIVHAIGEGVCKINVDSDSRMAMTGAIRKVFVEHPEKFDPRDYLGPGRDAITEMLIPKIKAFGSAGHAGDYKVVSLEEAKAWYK
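Giardia FBPA (40 nM reagent) was preincubated 10 min at RT with compound (up to 57.5 uM final), then substrate plus GAPDH/TPI/NAD/arsenate coupling system with diaphorase/resazurin was added; resorufin fluorescence (525/598 nm) was read after 20 min.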
AmpC inh detg – qHTS Inhibitors of AmpC Beta-Lactamase (assay with detergent) | P00811 | AmpC hydrolysis of nitrocefin, absorbance 480 nm, 0.01% Triton | Potency, µM (titrated, usually from 114 µM), for inactives: top-dose activity change, negative = inhibition, hits mostly inhibitors | actives 0.041% (n = 370,000);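 further: potency means the concentration at half of the fitted maximal effect; 0% = no-compound wells and -100% = no-enzyme wells; nearly all actives have a fitted effect of over 25% in size; some results filed as inactive show a strong effect at the top dose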
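AmpC (5.3 nM in the dispensed reagent) in 20 mM phosphate pH 7.0 with 0.01% (detergent screen) or 0.0001% Triton X-100 was preincubated with compounds for 15 min at room temperature. Nitrocefin was then added from an 800 uM solution, and hydrolysis was followed at 480 nm.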
HCV inh – qHTS Assay for Inhibitors of Hepatitis C Virus (HCV); Potency, µM (doses to about 41.8 µM), for the others: at the top dose activity change, negative = inhibition, actives largely listed as inhibitors; Huh7.5.1 HCVcc-Cre infection, luciferase reporter, 44 h; actives 3.4% (n = 340,000); further: potency means the concentration at half of the fitted maximal effect
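Compounds are dispensed onto cells plated 4 h earlier at 1,000 per well, with HCVcc-Cre virus (about 0.5 moi) added next. Following 44 h of culture, luminescent signal is measured for 15 sec after 15 min with substrate at room temperature.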
Sm TGR inh – qHTS Assay for the Inhibitors of Schistosoma Mansoni Peroxiredoxins. Potency, µM (highest dose often 114 µM), for the others: top-dose activity change, negative = inhibition, hits mostly inhibitors. purified TGR, DTNB reduction, TNB absorbance 405 nm. AID 485364, 2010. actives 3% (n = 360,000). Schistosoma mansoni thioredoxin glutathione reductase (TGR), Q962Y6; further: potency means the concentration at half of the fitted maximal effect; nearly all actives have a fitted effect of over 60% in size
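TGR 20 nM + NADPH 100 uM (dispensed conc.), cpd preinc 15 min RT; start with NADPH (500 uM addition) then DTNB (15 mM addition). Kinetic TNB absorbance, 405 nm filter. Four-parameter Hill fit across titration.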
HCMV inh – qHTS Assay for inhibitors of the human cytomegalovirus (HCMV). HFF cells, HCMV-luciferase reporter, 72 h; active compounds read low. activity change, negative = inhibition, % at 57.5 µM. actives 4.5% (n = 410,000); in the data active means activity change below about -60%; inconclusive means no clear call, values can overlap the other calls; inactive means above about -39%
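Compounds were evaluated in HFFs infected with an HCMV luciferase reporter virus (MOI 1 PFU/cell). Luciferase in lysates collected 72 h post infection served as the replication measure.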
* = called active by the depositor; ? = inconclusive; · = not tested or not shown; & = joins results of further samples; [ ] = dose if it differs, or a comment. Unless noted, the call rests on the fitted dose curve; in most records, active means well fitted curve in the direction sought with a large enough effect; inconclusive means small, poorly fitted or top-dose-only effect, or another doubt; inactive means no such curve, though single readings can be large; an effect the other way counts as inactive or inconclusive. Unless noted, on the % scale 0 is the no-effect control and ±100 the full control effect.

SMILES | AmpC no deterg | Giardia FBPA inh | AmpC inh detg | HCV inh | Sm TGR inh | HCMV inh
CCN1CCN(c2ccc(S(=O)(=O)N3CCOCC3)cc2NC(=O)C(C)Oc2ccc(F)cc2)CC1 (stereo not drawn) | 216%[activator] | · | -3% | 0% | 1% | -13
CN(C)C(=O)c1ccc(NC(=O)CC2SC(N3CCCC3)=NC2=O)cc1 (stereo not drawn) | -8% | · | -10% | 25% | -7% | -17
O=C1NC(c2ccc(Cl)c([N+](=O)[O-])c2)Nc2ccccc21 (stereo not drawn) | -23% | -1% | 3% | ? | 10% | -36
COc1cc2c(C(=O)NCc3ccc4c(c3)OCO4)cn(CC(C)C)c(=O)c2cc1OC | 4% | 7% | -12% | ? | -21% | -17
O=C(CN(C(=O)c1nsc(Cl)c1Cl)c1cccc(F)c1)NC1CCCC1 | -13% | 7% | -12% | -21% | -4% | -22
CC1(C)Cc2c(sc(NC(=O)C(=O)N3CCCCC3)c2C(=O)O)CO1 | -3% | · | -7% | ? | -1% | 17
Cc1ccccc1NC1=NS(=O)(=O)c2ccccc21 | -13% | 2% | -12% | 28% | -2% | 4
O=C(Nc1cccc(C(F)(F)F)c1)Nc1nnc(N2CCCCCC2)s1 | · | · | -6% | · | -6% | 0
O=C(O)CC1CCCC(c2ccccc2)C1=O (stereo not drawn) | -23% | 0% | -16% | -12% | 2% | 18
CCN1CCN(S(=O)(=O)CC2(C)C3CCC2(C)C(=O)C3Br)CC1 (stereo not drawn) | -2% | 4% | -1% | 31%[activator] | -26% | 17
O=C(NCc1cn2ccccc2n1)C1CCC(=O)N(Cc2ccccc2F)C1 (stereo not drawn) | 7% | · | -8% | 17% | 0% | ?
O=C1C(=O)N(Cc2cccnc2)C(c2ccc(Br)cc2)/C1=C(\O)c1ccc2c(c1)OCCO2 (stereo not drawn) | -29% | 11% | 0% | 16% | 0% | -10
COc1ccc(-c2noc(-c3ccccc3C(=O)N3CCOCC3)n2)cc1 | 67%[activator] | 3% | 2% | ? | 2% | 1
CC1CCCN(C(=O)Cn2c(=O)oc3cc(S(=O)(=O)N4CCCCC4)ccc32)C1 (stereo not drawn) | 12% | -1% | -21%&13% | 4% | -8%&0% | ?
O=C(COC(=O)c1ccccn1)NC1CCCCC1 | -12% | 6% | -9% | 11% | 9% | 66
Cc1nn2cc(-c3ccc(Cl)cc3)cnc2c1Br | -8% | 10% | -6% | -3% | 0% | 26
Cc1cccc(-n2nc(C)c(C(=O)Nc3cc(C)ccc3C)c2-n2cccc2)c1 | · | · | -2% | · | 10% | ?
CC(C)(C)c1cnnn1-c1ccc([N+](=O)[O-])cc1 | -10% | 0% | -11% | 5% | 7% | -38
CC(Oc1ccc(Cl)cc1Cl)C(=O)NNC(=O)C(=O)N1CCCC1 (stereo not drawn) | -11% | 3% | -3% | 14% | 7% | 19
O=C1CSC(c2cn(-c3ccccc3)nc2-c2cc3ccccc3o2)N1Cc1ccccc1 (stereo not drawn) | -16% | -3% | ? | ? | -11% | 4
COc1ccccc1CN1CCNC(=O)C1CC(=O)NC1Cc2ccccc2C1 (stereo not drawn) | 23% | -15% | 5% | -2% | -36% | -30
CN(C/C=C/c1ccccc1)C1CCCCC1 | -23% | 4% | ? | -13% | 7% | ?
COc1ccccc1N1CC(C(=O)Nc2ccc(N3CCOCC3)cc2)CC1=O (stereo not drawn) | -8% | · | -2% | 0% | -1% | 0
O=C(CNC(=O)c1ccc(OC(F)F)cc1)NC1CCCc2ccccc21 (stereo not drawn) | -10% | · | -7% | -17% | 4% | 5
Nc1nc(N)c2c(n1)CCCC2 | -4% | -5% | 3% | 0% | 12% | -33
Cc1ccccc1-c1nc(CN2CCCC(C(=O)NCc3ccc(Cl)cc3)C2)c(C)o1 (stereo not drawn) | · | · | -1% | · | 2% | -2
COc1ccc(C(=S)N2CCOCC2)cc1OC(=O)c1cc(OC)c(OC)c(OC)c1 | 121%[activator] | -7% | -9% | -15% | -10% | 17
COc1ccc(C2CC(=O)C(C=NCCN3CCN(C(C)=O)CC3)=C(O)C2)cc1OC (stereo not drawn) | -6% | -8% | -11% | · | 1% | ·
O=C(NC1CCCCCC1)c1cc(S(=O)(=O)N2CCC3(CC2)OCCO3)ccc1F | 60% | 6% | ? | -4% | -23% | -39
O=C(Nc1nnc(-c2ccccn2)o1)c1ccc(Br)cc1 | -25% | 19% | -3% | -23% | 1% | 7
COc1ccc(S(=O)(=O)Oc2ccccc2C(N)=O)cc1 | -7% | · | ? | 3% | 4% | 0
CCCc1cc(=O)oc2cc(OC(C)C(=O)NCc3ccccn3)c(Cl)cc12 (stereo not drawn) | 22% | · | -5% | -9% | 11% | -9
CC(N=C1NS(=O)(=O)c2ccccc21)C(=O)OCC(=O)N(C)C1CCS(=O)(=O)C1 (stereo not drawn) | -15% | · | -1% | 8% | 10% | -19
COc1ccc(C(C(=O)NCC2CCCO2)N(C(=O)Cn2nnc3ccccc32)c2ccccc2C(C)=O)cc1OC (stereo not drawn) | 50% | -2% | 7% | 9% | 5% | -10
COc1ccccc1NC(=O)C(C)OC(=O)C(C)SCC(=O)Nc1ccc(C)cc1 (stereo not drawn) | -13% | · | ? | -1% | -2% | 7
COc1ccc(N2CCC(CNC(=O)Nc3ccccc3)C2)cc1 (stereo not drawn) | -54% | -24% | -12% | ? | ? | 33
COc1ccc(OCC(=O)Nc2cc(S(=O)(=O)N3CCCCC3)ccc2OC)cc1 | -10% | · | 2% | ? | 1% | -33
COc1ccc(-c2nc(CSCC(=O)NCCc3ccc(C)cc3)c(C)o2)cc1OC | · | · | ? | · | -11% | -9
CCn1c(SCc2cccnc2)nnc1-c1c[nH]c2ccccc12 | -14% | 4% | -12% | ? | 5% | 11
Oc1c(Cl)cc(Cl)cc1CNc1ccc(Br)cn1 | -44% | 6% | -12% | 0% | -23% | -3

A second format for twelve compounds above.
| SMILES | AmpC no deterg | Giardia FBPA inh | AmpC inh detg | HCV inh | Sm TGR inh | HCMV inh |
| --- | --- | --- | --- | --- | --- | --- |
| COc1ccccc1CN1CCNC(=O)C1CC(=O)NC1Cc2ccccc2C1 (stereo not drawn) | 23% | -15% | 5% | -2% | -36% | -30 |
| CN(C/C=C/c1ccccc1)C1CCCCC1 | -23% | 4% | ? | -13% | 7% | ? |
| COc1ccccc1N1CC(C(=O)Nc2ccc(N3CCOCC3)cc2)CC1=O (stereo not drawn) | -8% | · | -2% | 0% | -1% | 0 |
| O=C(CNC(=O)c1ccc(OC(F)F)cc1)NC1CCCc2ccccc21 (stereo not drawn) | -10% | · | -7% | -17% | 4% | 5 |
| Nc1nc(N)c2c(n1)CCCC2 | -4% | -5% | 3% | 0% | 12% | -33 |
| Cc1ccccc1-c1nc(CN2CCCC(C(=O)NCc3ccc(Cl)cc3)C2)c(C)o1 (stereo not drawn) | · | · | -1% | · | 2% | -2 |
| COc1ccc(C(=S)N2CCOCC2)cc1OC(=O)c1cc(OC)c(OC)c(OC)c1 | 121%[activator] | -7% | -9% | -15% | -10% | 17 |
| COc1ccc(C2CC(=O)C(C=NCCN3CCN(C(C)=O)CC3)=C(O)C2)cc1OC (stereo not drawn) | -6% | -8% | -11% | · | 1% | · |
| O=C(NC1CCCCCC1)c1cc(S(=O)(=O)N2CCC3(CC2)OCCO3)ccc1F | 60% | 6% | ? | -4% | -23% | -39 |
| O=C(Nc1nnc(-c2ccccn2)o1)c1ccc(Br)cc1 | -25% | 19% | -3% | -23% | 1% | 7 |
| COc1ccc(S(=O)(=O)Oc2ccccc2C(N)=O)cc1 | -7% | · | ? | 3% | 4% | 0 |
| CCCc1cc(=O)oc2cc(OC(C)C(=O)NCc3ccccn3)c(Cl)cc12 (stereo not drawn) | 22% | · | -5% | -9% | 11% | -9 |

Other compounds:
SMILES | AmpC no deterg | Giardia FBPA inh | AmpC inh detg | HCV inh | Sm TGR inh | HCMV inh
CC(C)(C)OC(=O)N1CCOCCOCCN(C(=O)OC(C)(C)C)CCOCCOCC1 | 153%[activator] | 8% | 0% | -2%&13% | 2% | -7
CCc1cc2c3c(c1)C1(C(=O)N3C(C)(C)CC2C)C(C#N)=C(N)N2C(=C1C#N)Nc1ccccc12 (stereo not drawn) | -14% | -25% | ? | ? | -3% | ?
Cc1cc(Nc2ccc(C(C)C)cc2)n2ncnc2n1 | -8% | 5% | -4% | -6% | -7% | 13
COc1ccc(NC(=O)CC2CCCC2)cc1S(=O)(=O)N1CCCCC1 | -8% | 1% | ? | -27% | 5% | -40
O=C(O)CSc1nnc(-c2ccc(Cl)cc2)n1-c1ccccc1 | -10% | 19% | 0% | · | 0% | -27
COc1ccc(NC(=S)NCCNC(C)=O)cc1 | 219%[activator][2.29 µM] | 1% | -14% | 4% | -11% | -14
Cc1ccc(C(=O)NCC(=O)OC(C)C(=O)Nc2ccc(N3CCOCC3)cc2)s1 (stereo not drawn) | -9% | 5% | 4% | 12% | 12% | 20
COCCNC(=O)c1cnn2c(C(F)(F)F)cc(-c3ccc(C)cc3)nc12 | 1% | -2% | -8% | 13% | · | -27
COc1ccc(NC(=O)CC(=O)Nc2ccc(OC)cc2OC)c(OC)c1 | -2% | -2% | -17% | -22% | -4% | 31
COc1cccc(CNC(=O)CCn2nc(C)c3c(C)n(-c4ccccc4)nc3c2=O)c1 | · | · | 25% | · | 3% | -1
COc1ccc(N2CCN(c3nc4ccccc4n4c(C)nnc34)CC2)cc1 | · | · | 16% | · | 5% | -11
CCc1ccc(S(=O)(=O)NCc2csc(-c3ccccc3)n2)s1 | -18% | -24% | ? | -14% | 6% | 20
Cc1cc(C(=O)COC(=O)c2cccnc2Cl)c(C)n1-c1c(C)n(C)n(-c2ccccc2)c1=O | -5%[11.4 µM] | 4% | -15% | 6% | -8% | -20
CC(C)CNC(=O)COC(=O)c1cc(S(=O)(=O)N(C)C)ccc1N1CCCC1 | 24% | 9% | -3% | -3% | -5% | -24
CCOc1ccc(S(=O)(=O)N2CCOCC2)cc1NC(=O)CSCc1c(C)noc1C | 39% | · | -3% | ? | -2% | -10
CCOc1ccc(N(CC(=O)NC(C)(C)C)S(=O)(=O)c2c(C)noc2C)cc1 | 36% | -1% | ? | 5% | 0% | 38
COc1ccc(CNC(=O)CCCc2ccccc2)cc1 | -4% | 13% | ? | 32%[activator] | -6% | -13
O=C1CCCN1CC(CN1CCOCC1)Sc1nc2ccccc2c(=O)n1-c1ccccc1 (stereo not drawn) | 79%[activator] | 3% | ? | -8% | 20% | -6

This is a random part of the collection; overall some 9.9% were active at least once.
